hERG protect: shields human hERG channel from block by proarrhythmic agents; activation (rescue from dofetilide block), less the hit threshold, % at 10 µM; CHO-hERG, FluxOR thallium flux, dofetilide IC70 present; AID 1511; Q12809; 310,000 compounds, 0.51% hits;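 active = activation above the mean of controls blocked by dofetilide plus 5 SD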;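 note: thallium influx through hERG after potassium depolarization seen as dye fluorescence rise; in these data hits start at about 4.7%; inactives centre near -7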
TMEM16A inh: blocks the mouse calcium-activated chloride channel TMEM16A; Q8BHY3; HEK293 TMEM16A/YFP iodide influx fluorescence, ionomycin; 310,000 compounds, 1.2% hits; normalized B-score (activity score, 25-100; higher = stronger inhibition) at 10 µM;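 active = ratio plate-corrected score three or more library SD toward inhibition, starting fluorescence score within five deviations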;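 note: score derived from kinetic fluorescence span divided by baseline fluorescence per well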
MrgX1 ag: agonists of human MrgX1 receptor | Q96LB2 | MrgX1-HEK293 cells, Fluo-4 calcium fluorescence, agonist mode; hits give high values | B-score at 10 µM | 310,000 compounds, 0.44% hits | AID 588627;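 active = calcium response B-score plate-corrected fluorescence ratio at least 3 library SD, with starting fluorescence B-score inside 5 SD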
Target sequence (Q96LB2 whole entry, looked up): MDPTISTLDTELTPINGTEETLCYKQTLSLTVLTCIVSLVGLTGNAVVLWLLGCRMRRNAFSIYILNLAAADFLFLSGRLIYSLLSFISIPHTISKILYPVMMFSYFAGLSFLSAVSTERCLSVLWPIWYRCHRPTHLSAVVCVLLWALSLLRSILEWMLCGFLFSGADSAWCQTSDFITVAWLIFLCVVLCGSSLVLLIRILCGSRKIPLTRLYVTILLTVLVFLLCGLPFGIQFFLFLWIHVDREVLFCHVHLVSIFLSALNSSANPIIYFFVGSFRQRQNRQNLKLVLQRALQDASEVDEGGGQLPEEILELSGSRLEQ
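System: HEK293 cells stably expressing human MrgX1 receptor; Dosing: test compound in the initial addition of three; Schedule: overnight plating, then 30 min 37 °C plus 30 min room-temperature dye loading; Detection: kinetic calcium dye fluorescence, Fluo-4 NW; Controls: per-plate positive and negative controls for Z′ factor.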
MrgX1 PAM: allosterically activates human MrgX1 receptor signaling; Q96LB2; MrgX1-HEK293, Fluo-4 calcium flux, FDSS; hits give high values; B-score at 10 µM; 310,000 compounds, 0.63% hits; AID 588675;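 active = plate-corrected calcium response at least 3 library SD above typical, normal starting fluorescence, not activating the receptor alone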;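 note: compound read alongside a low EC10 to EC30 dose of BAM8-22 agonist; peak minus trough fluorescence over baseline measured at the second addition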
KCNQ1 inh: human KCNQ1 channel inhibition; CHO-K1 KCNQ1, FluxOR thallium flux fluorescence; hits give high values; 310,000 compounds, 1.3% hits; P51787; B-score at 10 µM;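 active = compounds whose thallium flux B-score, printed positive for inhibition, exceeds three library SD while starting fluorescence stays within three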;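 note: channel opened by potassium depolarization with thallium stimulus after 20 min compound exposure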
RGS4 pot: RGS4 potentiation or activation; 310,000 compounds, 0.92% hits; HEK293 M3R/inducible RGS4, carbachol calcium flux Fluo4; hits give low values; B-score at 10 µM;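 active = B-score of the integrated calcium signal more than 4 SD below the library mean, with starting fluorescence not abnormally high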;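 note: negative B-score means reduced calcium response which marks RGS4 activation or potentiation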
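Material: Inducible-RGS4 HEK293 cells carrying M3 receptor; also added: carbachol at ECmax as muscarinic agonist stimulus; incubation: compound preincubation 20 min at room temperature before agonist; signal: Fluo4-AM (2 µM) calcium-flux fluorescence, kinetic read; measure: integrated calcium ratio converted to B score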
KCNK3 inh: human KCNK3 channel inhibition, primary screen. 340,000 compounds, 0.84% hits. CHO-KCNK3 thallium flux, FluxOR fluorescence; hits give low values. AID 602410. O14649. B-score at 10 µM;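 active = B-score under library mean minus 4 SD, starting fluorescence ratio at most library mean plus 5 SD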;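 note: more negative B-score means stronger inhibition of thallium flux through KCNK3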
Target sequence (O14649 whole entry, looked up): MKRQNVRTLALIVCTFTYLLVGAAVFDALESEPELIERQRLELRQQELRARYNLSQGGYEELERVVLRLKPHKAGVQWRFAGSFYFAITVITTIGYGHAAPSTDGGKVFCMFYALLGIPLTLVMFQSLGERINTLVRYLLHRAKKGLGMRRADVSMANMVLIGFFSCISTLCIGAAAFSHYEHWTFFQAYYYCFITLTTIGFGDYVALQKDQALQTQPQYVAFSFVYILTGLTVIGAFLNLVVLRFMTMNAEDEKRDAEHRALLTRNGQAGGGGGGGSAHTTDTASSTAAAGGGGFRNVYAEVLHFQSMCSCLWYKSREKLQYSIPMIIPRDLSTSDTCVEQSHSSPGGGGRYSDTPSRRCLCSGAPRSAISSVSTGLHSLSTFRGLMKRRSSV
RGS4 block: human RGS4 inhibition; 310,000 compounds, 0.45% hits; B-score at 10 µM; HEK293 M3R/RGS4 inducible, Fluo-4 calcium flux; hits give high values; triggered by carbachol at its EC20;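 active = B-score, a plate-corrected calcium signal, over three deviations above library mean, with baseline fluorescence within five deviations of library mean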;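 note: RGS4 expression induced by doxycycline in cells with stable M3 receptor; B-score is computed from the integrated fluorescence ratio over baseline after carbachol; higher B-score means a larger calcium signal and so more RGS4 inhibition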
ANO1 activ: activators or potentiators of mouse TMEM16A chloride channel | Q8BHY3 | AID 623877 | HEK293 TMEM16A/YFP-H148Q/I152L, iodide quench fluorescence; hits give low values | B-score at 10 µM | 340,000 compounds, 0.3% hits;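 active = fluorescence-ratio B-score plate-corrected deviation score at least 3 library SD below zero, with starting fluorescence score within 5 deviations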;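 note: channel opened by trigger with iodide after compound preincubation; score built on the fluorescence ratio of max minus min over baseline; more negative score means more quench and so TMEM16A activation or potentiation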
KCNK9 inh: blocks the human KCNK9 two-pore domain potassium channel | HEK293 KCNK9, FluxOR thallium flux fluorescence; hits give low values | 310,000 compounds, 1.2% hits | AID 488922 | B-score at 10 µM;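 active = ratio B-score over 3 SD below the library mean, with starting fluorescence within 5 SD of its mean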;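 note: negative B-score means less thallium flux so channel inhibition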
Target sequence (Q9NPC2 whole entry, looked up, the tested form may be a part): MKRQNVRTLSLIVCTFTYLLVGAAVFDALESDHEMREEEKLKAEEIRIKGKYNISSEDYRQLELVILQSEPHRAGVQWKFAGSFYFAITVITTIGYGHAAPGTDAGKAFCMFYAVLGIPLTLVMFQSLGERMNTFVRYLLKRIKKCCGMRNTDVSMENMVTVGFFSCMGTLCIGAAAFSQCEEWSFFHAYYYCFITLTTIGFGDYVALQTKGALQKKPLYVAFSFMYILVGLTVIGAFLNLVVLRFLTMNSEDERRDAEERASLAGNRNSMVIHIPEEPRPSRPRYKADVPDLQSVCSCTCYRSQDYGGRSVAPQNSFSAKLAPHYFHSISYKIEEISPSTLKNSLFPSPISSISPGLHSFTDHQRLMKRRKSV
KCNQ1 pot: potentiates or activates the human KCNQ1 potassium channel; 310,000 compounds, 0.35% hits; CHO-K1 KCNQ1, thallium flux FluxOR fluorescence; hits give high values; B-score at 10 µM;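 active = fluorescence ratio B-score, a plate-corrected score, at least three library SD, with initial intensity B-score within 5 SD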
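Assay system: CHO-K1 cells stably expressing KCNQ1; Medium: assay buffer with matched DMSO; Also added: K+/Tl+ depolarizing stimulus; Dosing: single dose; Timing: dye 90 min, compound 20 min, room temperature; Measured by: kinetic FluxOR thallium fluorescence, 10-s 1-Hz baseline, 110-s post-stimulus read; Read-out: peak-minus-minimum fluorescence over initial fluorescence, negative-control normalized, B-scored.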
An asterisk follows results filed as active; i = inactive; x = no result given. An unsorted share of the library, and some 6.3% of all compounds hit somewhere here.

SMILES | hERG protect | TMEM16A inh | MrgX1 ag | MrgX1 PAM | KCNQ1 inh | RGS4 pot | KCNK3 inh | RGS4 block | ANO1 activ | KCNK9 inh | KCNQ1 pot
NC(=O)c1ccsc1NC(=O)C1CCCCC1 | -10.3 | i | i | i | i | i | i | i | i | i | i
C=C1SC(=Nc2ccccc2Cl)N(C(=O)c2sc3ccccc3c2Cl)C12CCCCC2 | -1.6 | i | i | i | i | i | x | i | x | i | i
O=C(NC1CCCCC1)Oc1cc2oc(=O)sc2cc1Br | -5.1 | i | i | i | i | i | i | i | i | i | i
Cc1ccc(NC(=O)c2nc[nH]c2C(=O)Nc2ccc(C)cc2)cc1 | -4.7 | i | i | i | i | i | i | i | i | i | i
COc1nccnc1NS(=O)(=O)c1ccc(NCc2cc(Br)ccc2O)cc1 | -10.2 | i | i | i | i | i | i | i | i | i | i
CCCOc1ccc(C(=O)c2ccccc2C(=O)O)cc1OCCC | -8.4 | i | i | i | i | i | i | i | i | i | i
O=C(Nc1ccccc1)c1ccc2nsnc2c1 | -13.8 | i | i | i | i | i | i | i | i | i | i
O=C(Nc1ccccc1C(=O)N1CCN(c2cccc(Cl)c2)CC1)C1=CSCCO1 | -12.0 | i | i | i | i | i | i | i | -28.1* | i | i
CC(C)(C)[C@H]1C=C(C(=O)N2CCOCC2)O[C@@H](OCCCCO)C1 | -9.9 | i | i | i | i | i | i | i | i | i | i
COC(=O)CCC(=O)Nc1ccc(Br)cc1 | -8.8 | i | i | i | i | i | i | i | i | i | i
CCOc1ccc(S(=O)(=O)Nc2nc3ccccc3nc2Cl)cc1 | -0.3 | i | i | i | i | i | i | i | i | i | i
Cc1cc(C)n(-c2ccc(S(=O)(=O)N3CCOCC3)cc2[N+](=O)[O-])n1 | -14.7 | i | i | i | i | i | i | i | i | i | i
O=C(NC(=S)NC1CCN(Cc2ccccc2)CC1)c1ccc(F)cc1 | -4.2 | i | i | i | i | i | i | i | i | i | i
Cc1ccccc1NC(=O)COC(=O)C1C2CC3OC(=O)C1C3C2 (centres undefined) | -6.7 | i | i | i | i | i | i | i | i | i | i
COC(=O)c1ccc(NC(=O)Cc2ccc(C)cc2)cc1 | -11.9 | i | i | i | i | i | i | i | x | i | i
O=C(CC1SC(=O)NC1=O)Oc1ccc(/C=N/NC(=O)c2ccccc2O)cc1 (centres undefined) | -12.6 | i | i | i | i | i | i | i | i | i | i
COc1ccc(NC(=O)c2cc(C)on2)cc1OC | -7.1 | i | i | i | i | i | i | i | i | i | i
COc1ccc(NC(=O)CN(C)C(C)C(=O)N2CCCCC2)cc1 (centres undefined) | -12.8 | i | i | i | i | i | i | i | i | i | i
CCn1c(SCC(=O)NCc2ccco2)nnc1C(C)C | -4.1 | i | i | i | i | i | i | i | i | i | i
COc1cc(NC(=O)c2ccccc2Cl)ccc1NC(=O)c1ccco1 | -6.7 | i | i | i | i | i | i | i | i | i | i
COc1ccc(/C=C/C(=O)NCCCn2ccnc2)cc1 | -6.9 | i | i | i | i | i | i | i | i | i | i
CN1C(=O)OC(C)(CCc2ccccc2)C1(C)O (centres undefined) | -0.6 | i | i | i | i | i | i | i | i | i | i
CC1Cc2nc(SCC(=O)NCc3ccccc3)n(Cc3ccccc3)c(=O)c2S1 (centres undefined) | -7.1 | i | i | i | i | i | i | i | i | i | i
CCS(=O)(=O)c1ccc(O)c(NC(=O)COc2ccc(Cl)cc2)c1 | -0.2 | i | i | i | i | i | i | i | i | i | i
CCn1c(SCC(=O)NCc2ccco2)nc2ccccc2c1=O | -10.2 | i | i | i | i | i | i | i | i | i | i
Cc1ccc(N2C(=O)CC(Nc3ccccc3)C2=O)cc1 (centres undefined) | -5.9 | i | i | i | i | i | i | i | i | i | i
Cc1ccc(/C=N/N2CCOCC2)s1 | -8.5 | i | i | i | i | i | i | i | i | i | i
CCCCNC(=O)c1onc(CSc2ccccc2)c1C(=O)O | -11.2 | i | i | i | i | i | i | i | i | i | i
COc1cccc2cc(C(=O)NCCC3=CCCCC3)c(=O)oc12 | -6.3 | i | i | i | i | i | i | i | i | i | i
CC1Cc2nc(SCC(=O)NC3CCCCC3)n(C)c(=O)c2S1 (centres undefined) | -12.1 | i | i | i | i | i | i | i | i | i | i
CCOc1cc(C(=O)OCC(=O)Nc2ncc(Cl)c(C)c2Cl)ccc1OCC(=O)N1CCOCC1 | -11.7 | i | i | i | i | i | i | i | i | i | i
Cc1nn2c(CN(C(=O)CN3CCOCC3)c3ccccc3)nnc2c2ccccc12 | -5.2 | i | i | i | i | i | i | i | i | i | i
Cc1ccc(S(=O)(=O)c2c(C)cc(C)nc2N2CCCCC2)cc1 | -0.5 | x | x | x | i | i | i | i | i | i | i
CSc1nc(-c2ccccc2)c(C#N)c(=O)[nH]1 | -13.6 | i | i | i | i | i | i | i | i | i | i
COc1ccc(NC(=O)C2CC(c3ccccc3O)=NO2)cc1OC (centres undefined) | 3.3 | i | i | i | i | i | i | i | i | i | i
CCCCOCCCNC(=S)Nc1ccc(S(=O)(=O)N2CCOCC2)cc1 | -13.8 | i | i | i | i | i | i | i | i | i | i

ANO1 activ, entries above that show a hit.
| Molecule | MrgX1 ag | KCNQ1 inh | KCNK3 inh | RGS4 block | ANO1 activ | KCNK9 inh |
| --- | --- | --- | --- | --- | --- | --- |
| O=C(Nc1ccccc1C(=O)N1CCN(c2cccc(Cl)c2)CC1)C1=CSCCO1 | i | i | i | i | -28.1* | i |

Additional structures.
SMILES | hERG protect | TMEM16A inh | MrgX1 ag | MrgX1 PAM | KCNQ1 inh | RGS4 pot | KCNK3 inh | RGS4 block | ANO1 activ | KCNK9 inh | KCNQ1 pot
Cc1ccc(C(=O)NC(C)(COc2nonc2C)COc2nonc2C)cc1 | -0.1 | i | i | i | i | i | i | i | i | i | i
Cc1cccc(N2CCN(C(=O)c3ccccc3NC(=O)C3CC=CCC3C(=O)O)CC2)c1 (centres undefined) | 0.3 | i | i | i | i | i | i | i | i | i | i
O=C(CCC(=O)N1CCOc2ccc(Cl)cc21)NCCCN1CCN(Cc2ccccc2)CC1 | -10.4 | i | i | i | i | i | i | i | i | i | i
O=C(CNS(=O)(=O)c1ccc2ccccc2c1)OCC(=O)c1ccc(Br)s1 | -8.6 | i | i | i | i | i | i | i | i | i | i
CCOc1ccc(NC(c2ccccn2)c2oc(CO)cc(=O)c2O)cc1 (centres undefined) | -6.6 | i | i | i | i | i | i | i | i | i | i
COC(=O)C(C)Sc1ncnc2c1nnn2-c1ccc(F)cc1 (centres undefined) | -4.4 | i | i | i | i | i | i | i | i | i | i
CCN(C(=O)c1ccc(S(=O)(=O)N2CCC(C)CC2)cc1)C1CCS(=O)(=O)C1 (centres undefined) | -5.7 | i | i | i | i | i | i | i | i | i | i
O=C(NC1CCCC1)c1ccc(CS(=O)(=O)c2cccc(C(F)(F)F)c2)o1 | -10.6 | i | i | i | i | i | i | i | i | i | i
CCn1c(=O)cc(SCC(=O)Nc2cccc(C)n2)c2ccccc21 | -6.3 | i | i | i | i | i | i | i | i | i | i
COc1cccc(Cn2cnc3c(N)c(C)c(C)cc32)c1 | -1.0 | i | i | i | i | i | i | i | i | i | i
CCOc1cc(/C=C/c2nc3ccccc3c(=O)[nH]2)ccc1O | -6.1 | i | i | i | i | i | i | i | i | i | i
COc1cc(CN(C)Cc2cc(=O)n3ccsc3n2)ccc1OC(F)F | -3.7 | i | i | i | i | i | i | i | i | i | i
COc1ccccc1-c1cn[nH]c1-c1ccc(OCC(=O)NN)cc1O | -3.8 | i | i | i | i | i | i | i | i | i | i
COc1ccc(-n2c(=S)[nH]c3ccccc3c2=S)cc1 | 0.2 | i | i | i | i | i | i | i | i | i | 16*
COc1ccccc1NC(=O)CSc1nnc(C)s1 | -7.6 | x | x | x | i | i | i | i | i | i | i
C=CCOC(=O)C1=C(C)N(C)C(=O)NC1c1cc2c(cc1Br)OCO2 (centres undefined) | -13.2 | i | i | i | i | i | i | i | i | i | i
O=C(NC12CC3CC(CC(C3)C1)C2)C1CC(=O)N(c2ccccc2)C1 (centres undefined) | -4.6 | i | i | i | i | i | i | i | i | i | i
Cc1nc2nc(SCC(=O)N3CCOCC3)nn2c(C)c1Cc1c(F)cccc1Cl | -7.5 | i | i | i | i | i | i | i | i | i | i
C#CCn1c(=NC(=O)c2ccc(S(=O)(=O)N3CCCc4ccccc43)cc2)sc2cc(S(N)(=O)=O)ccc21 | -7.8 | i | i | i | i | i | i | i | i | i | i
CC1CCC(Nc2nnnn2-c2ccccc2)CC1 (centres undefined) | -1.8 | i | i | i | i | i | i | i | i | i | i
CC(C)(C)C(=O)CNS(=O)(=O)c1ccc(S(=O)(=O)NC2CC2)cc1 | -8.1 | i | i | i | i | i | i | i | i | i | i
CN(C)c1ccc(NC(=O)Nc2ccc3snnc3c2)cc1 | -0.4 | i | i | i | i | i | i | i | i | i | i
S=C(NCCCN1CCOCC1)N(Cc1ccccc1)Cc1ccccc1 | -12.1 | i | i | i | i | i | i | i | i | i | i
Cc1ccc(NC(=S)N2CCN(C(=O)C3CCCO3)CC2)cc1 (centres undefined) | -5.5 | i | i | i | i | i | i | i | i | i | i
CCOC(=O)c1cnc2ccc(OC)cc2c1Nc1ccc2c(c1)OCCO2 | -10.8 | 100* | i | i | i | i | -12.2* | i | i | i | i
COc1ccc(C(=O)Cn2nnc(-c3ccccc3NC(=O)C(F)(F)F)n2)cc1 | -6.6 | i | i | i | i | i | i | i | i | i | i
O=C(C[n+]1ccccc1)c1ccc(-c2ccccc2)cc1 | -6.7 | i | i | i | i | i | i | i | i | i | i
CCCC(=O)Nc1cc(-c2nc3ncccc3o2)ccc1C | -7.2 | i | i | i | i | i | i | i | i | i | i
O=C1c2ccccc2C(Nc2ccc3c(c2)OCCO3)N1Cc1ccc2c(c1)OCO2 (centres undefined) | -14.2 | i | i | i | i | i | i | i | i | i | i

High-throughput results deposited in PubChem by Johns Hopkins Ion Channel Center.
